# MCF10A rerep: induces DNA re-replication in MCF 10a normal breast cells. hit rate 2.9% among 350,000. MCF 10A DNA re-replication, Hoechst nuclear intensity, 48 h. AID 624296. Potency, µM (titrated, usually from 46.1 µM), inactives show top-dose activity, positive = re-replication, hits mostly activators; note: potency is the fitted concentration of half-maximal effect; % of control where 0% means no effect; nearly all actives have a fitted effect of over 50% in size
# WRN helicase inh: blocks human WRN helicase; WRN helicase unwinding, fluorescent forked duplex, kinetic; AID 651768; hit rate 0.46% among 360,000; Potency, µM (doses to about 114 µM), inactives show at the top dose activity change, negative = inhibition, usual class: inhibitors; note: potency is the fitted concentration of half-maximal effect; % is set by controls: 0 for no effect and ±100 for the full control effect; nearly all actives have a fitted effect of over 55% in size
# Target sequence (Q14191 whole entry, looked up): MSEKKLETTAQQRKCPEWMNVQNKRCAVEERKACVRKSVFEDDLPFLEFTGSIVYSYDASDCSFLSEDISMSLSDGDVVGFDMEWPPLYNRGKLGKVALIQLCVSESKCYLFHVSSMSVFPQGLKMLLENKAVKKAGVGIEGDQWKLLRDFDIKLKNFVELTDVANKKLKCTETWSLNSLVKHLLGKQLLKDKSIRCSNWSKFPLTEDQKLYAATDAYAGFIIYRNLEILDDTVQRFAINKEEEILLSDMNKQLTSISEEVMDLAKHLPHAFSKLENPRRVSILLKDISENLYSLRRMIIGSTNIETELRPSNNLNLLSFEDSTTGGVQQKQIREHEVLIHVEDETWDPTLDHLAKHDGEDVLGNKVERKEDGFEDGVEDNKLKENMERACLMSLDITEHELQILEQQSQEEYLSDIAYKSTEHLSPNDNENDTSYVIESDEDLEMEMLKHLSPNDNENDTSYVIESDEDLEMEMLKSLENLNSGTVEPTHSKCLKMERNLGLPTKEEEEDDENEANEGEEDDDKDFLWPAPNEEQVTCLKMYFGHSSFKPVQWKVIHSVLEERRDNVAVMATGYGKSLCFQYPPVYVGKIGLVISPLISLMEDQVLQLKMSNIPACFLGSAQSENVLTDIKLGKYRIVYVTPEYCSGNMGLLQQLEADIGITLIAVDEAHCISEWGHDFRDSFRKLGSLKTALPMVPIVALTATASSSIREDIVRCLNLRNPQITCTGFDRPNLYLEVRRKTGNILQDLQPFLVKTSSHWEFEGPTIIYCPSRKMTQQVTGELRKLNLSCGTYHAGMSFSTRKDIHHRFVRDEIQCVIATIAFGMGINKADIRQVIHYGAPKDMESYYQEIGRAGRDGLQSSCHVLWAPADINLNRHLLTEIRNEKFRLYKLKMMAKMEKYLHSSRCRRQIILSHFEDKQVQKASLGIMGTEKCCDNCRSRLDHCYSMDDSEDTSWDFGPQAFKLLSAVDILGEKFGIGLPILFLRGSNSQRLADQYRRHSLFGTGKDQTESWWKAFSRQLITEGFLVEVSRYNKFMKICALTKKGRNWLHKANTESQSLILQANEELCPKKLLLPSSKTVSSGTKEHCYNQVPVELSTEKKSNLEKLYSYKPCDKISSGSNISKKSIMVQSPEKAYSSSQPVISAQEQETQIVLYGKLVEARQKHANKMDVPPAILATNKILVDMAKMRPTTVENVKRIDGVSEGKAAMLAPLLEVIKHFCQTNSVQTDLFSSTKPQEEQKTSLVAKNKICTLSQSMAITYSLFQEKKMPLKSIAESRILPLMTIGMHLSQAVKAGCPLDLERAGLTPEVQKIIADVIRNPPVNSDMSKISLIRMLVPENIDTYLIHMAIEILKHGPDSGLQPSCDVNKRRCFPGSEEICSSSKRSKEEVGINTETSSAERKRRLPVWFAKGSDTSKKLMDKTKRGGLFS
#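 WRN at 20 nM final was preincubated with compound for 15 min at room temperature; reaction started with 100 nM forked duplex oligonucleotide carrying fluorophore and quencher plus 2 mM ATP (final). Unwinding followed kinetically by red fluorescence (ex 525/em 598 nm).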
# ATXN2 expr inh: ATXN2 expression inhibition | HEK-293 ATXN2-luciferase reporter, luminescence, 24 h | Potency, µM (top dose mostly 57 µM), for the others: top-dose activity change, negative = inhibition, actives largely listed as inhibitors | hit rate 0.72% among 360,000; note: potency is the fitted concentration of half-maximal effect; % is set by controls: 0 for no effect and ±100 for the full control effect; nearly all actives have a fitted effect of over 55% in size
#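 ATXN2-luciferase reporter cells (luciferase flanked by upstream and downstream ATXN2 gene portions) were treated 24 h at 37 °C with compounds at up to 57 uM. SteadyGlo luminescence gave expression; GF-AFC fluorescence gave viability.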
# IL-1B inflam inh: blocks inflammasome-driven IL-1 beta release; THP-1 LPS/ATP IL-1B secretion, AlphaLISA, 16 h; active compounds read low; activity change, % at 57.5 µM; hit rate 4.7% among 360,000; in the data active = activity change below about -50%; inconclusive = mostly about -30% to -49%; note: % is set by controls: 0 for no effect and ±100 for the full control effect
#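 THP-1 cells pretreated 1 hr with compounds (up to 57.5 uM final), then stimulated with LPS (250 ng/mL final) plus ATP (1.25 mM final); secreted IL-1B measured by AlphaLISA after 16 hr, decreased signal indicating inhibition.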
# KB-V1 cytotox: KB-V1 MDR subline cytotoxicity; hit rate 3.4% among 400,000; Potency, µM (series often up to 46.1 µM), inactives show top-dose activity change, negative = cytotoxicity, hits mostly cytotoxic; KB-V1 MDR cells viability, CellTiter-Glo, 72 h; note: potency is the fitted concentration of half-maximal effect; % is set by controls: 0 for no effect and ±100 for the full control effect; nearly all actives have a fitted effect of over 60% in size
#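 Following 72 h at 37 degrees C with compound, KB-V1 cell viability was read by CellTiter-Glo luminescence, medium being phenol-red-free DMEM plus 10% FBS; concentration-response parameters came from normalized, curve-fitted qHTS data.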
# HT1080 IDH1KD tx: toxicity to HT-1080 IDH1 knockdown cells (counter line); Potency, µM (top dose mostly 46.1 µM), without a hit: top-dose activity, negative = toxicity, usual class: cytotoxic; HT-1080 IDH1 knockdown viability, ATP luminescence, 48 h; hit rate 2% among 360,000; AID 686971;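 note: potency is the fitted concentration of half-maximal effect; 0% = DMSO wells and -100% = cell-free medium wells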
#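 Viability of IDH1-knockdown HT-1080 fibrosarcoma cells was assessed by CellTiter-Glo after 48 h at 37 °C with titrated compound; concentration-effect curves were classified by fit quality and response size.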
# SW480 rereplic: inducers of DNA re-replication in SW480 colon cancer cells; SW480 DNA re-replication, Hoechst DNA content imaging, 48 h; hit rate 1.8% among 340,000; Potency, µM (top dose mostly 46.1 µM), without a hit: at the highest dose re-replication activation, usual class: activators; AID 624297; note: potency is the fitted concentration of half-maximal effect; % of control where 0% means no effect; nearly all actives have a fitted effect of over 55% in size
#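 Quantitative HTS format with DMSO vehicle controls; 48 hr drug incubation at 37 C, then 40 min Hoechst staining and scanning imager measurement at 405 nm excitation.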
# HT1080NT lethal: kills 2HG-producing HT-1080-NT fibrosarcoma cells; HT-1080-NT fibrosarcoma viability, CellTiter-Glo ATP luminescence, 48 h; Potency, µM (series often up to 46.1 µM), inactives show at the highest dose activity, negative = less viability, usual class: cytotoxic; hit rate 1.6% among 360,000; AID 686970;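 note: NT is the 2HG producing partner of a matched IDH1 knockdown line; potency is the fitted concentration of half-maximal effect; 0% = DMSO-treated cells and -100% = media-only wells without cells; nearly all actives have a fitted effect of over 55% in size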
#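 Viability by CellTiter-Glo luminescence after 48 h compound exposure at 37C of HT-1080-NT cells (750/well, RPMI, 5% FBS). % activity scaled between DMSO wells and medium-only wells, then curve-fitted and categorized by curve class.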
# KB-3-1 tox: kills parental KB-3-1 adenocarcinoma cells | KB-3-1 viability, CellTiter-Glo ATP luminescence, 72 h | Potency, µM (highest dose often 46.1 µM), for inactives: at the top dose activity change, negative = cytotoxic, actives largely listed as cytotoxic | hit rate 1.4% among 400,000; note: potency is the fitted concentration of half-maximal effect; % is set by controls: 0 for no effect and ±100 for the full control effect; nearly all actives have a fitted effect of over 60% in size
#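 Using CellTiter-Glo luminescence, growth of non-resistant KB-3-1 adenocarcinoma cells is assessed 72 h after pin-tool compound addition at 37 °C. Normalized responses across the concentration series yield fitted curves.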
# * = called active by the depositor; u = inconclusive; x = not tested or not shown; & = joins results of further samples; [ ] = dose if it differs, or a comment. Unless noted, calls come from the whole dose curve; as a rule, active = well fitted curve in the direction sought with a large enough effect; inconclusive = small, poorly fitted or top-dose-only effect, or another doubt; inactive = no such curve, though single readings can be large; an effect the other way counts as inactive or inconclusive.
# Results follow in this order: MCF10A rerep	WRN helicase inh	SW480 rereplic	ATXN2 expr inh	IL-1B inflam inh	HT1080NT lethal	KB-V1 cytotox	HT1080 IDH1KD tx	KB-3-1 tox
- O=C(Nc1cccc([N+](=O)[O-])c1)c1ccc2c(c1)OCO2
  -2%	0%	0%	29%	-4	12%	1%	18%	u
- COc1cccc(C(=O)NNC(=O)c2ccccc2Br)c1
  u	10%	-7%	3%	-5	2%	7%	10%	-16%
- Cc1ccc(S(=O)(=O)N2CCN(C(=O)CCC(=O)NCCc3ccc(S(N)(=O)=O)cc3)CC2)c(C)c1
  14%	6%	2%	x	38	6%	u	5%	-1%
- O=C(Cn1ncn2c(cc3ccccc32)c1=O)NCCc1cccs1
  -4%	0%	18%	-6%	0	7%	6%	3%	14%
- CCOc1ccc2nc(NCCCNC(=O)c3cc(OC)c(OC)c(OC)c3)c(C#N)cc2c1
  u	-8%	10µM*	5%	-6	3%	2%	10%	16%
- O=C(COC(=O)COc1ccc(Br)cc1)NNC(=O)c1ccccc1
  -5%	1%	8%	-11%	0	-3%	0%	-5%	2%
- CCNS(=O)(=O)c1ccc2nc(NC(=O)c3cccnc3)sc2c1
  3%	-5%	-1%	17%	42	16%	2%	3%	18%
- Cc1cccc(NC(=O)CC2NC3CCCCC3NC2=O)c1 (stereo not drawn)
  1%	-2%	-15%	3%	-25	5%	1%	12%	5%
- Cc1cccc(N2CCN(C(=O)c3ccc4ncsc4c3)CC2)c1C
  9.2µM*	-1%	10µM*	16%	12	2.6µM*	u	5.8µM*	4.6µM*
- O=C(Nc1cccc(Cl)c1)c1cccc(N2C(=O)C3CC=CCC3C2=O)c1 (stereo not drawn)
  10%	-24%	-5%	-2%	-7	-10%	-4%	-6%	0%
- CC1=CC2=NC(=O)CC(C)(C(=O)N(CC(=O)NC(C)(C)C)Cc3cccs3)N2C=C1 (stereo not drawn)
  -3%	-1%	5%	-3%	6	-4%	1%	12%	-2%
- CCCCn1c(N)c(N(CC(C)C)C(=O)Cc2ccc3c(c2)OCCO3)c(=O)[nH]c1=O
  1%	1%	-7%	-22%	-11	15%	0%	7%	8%
- Cc1onc(-c2ccccc2)c1C(=O)N1CCCCCC1
  0%	-5%	-4%	8%	0	1%	26%	7%	4%
- Cc1ccc(NC(=O)C2CCCN(S(=O)(=O)c3cccc4nonc34)C2)cc1 (stereo not drawn)
  -7%	2%[57.1 µM]	0%	-3%	9	0%	2%	-3%	3%
- O=C1C=C(NCc2ccc(Cl)c(Cl)c2)C2(CCCCC2)O1
  6%	-3%	-5%	5%	-5	-10%	u	-2%[9.24 µM]	u
- COc1ccc(S(=O)(=O)N2CCN(C3Cc4ccccc4C3)CC2)cc1
  -8%	-1%	-32%[inhibitor]	-1%	0	-4%	21µM*	8%	3%
- COc1ccc(-c2[nH]ncc2CN(C)Cc2cnccn2)c(OC)c1
  3%	3%	4%	-1%	-7	-5%	-17%	-2%	u
- CSCCC(CO)NC(=O)OCc1ccccc1 (stereo not drawn)
  2%[9.22 µM]	-4%	-5%	5%	28	7%	6%	3%	u
- O=C(C1CCN(S(=O)(=O)c2cccs2)CC1)N(c1ccccn1)C1CCCCC1
  9%	6%	4%	-11%	31	17%	u	22%	4%
- Cc1ccc2ncccc2c1N
  -1%	12%	0%	-18%	-13	0%	-6%	21%	20%
- Cc1ccc(S(=O)(=O)NCc2cc(=O)n(C)c(=O)n2C)cc1C
  -1%	-2%	u	2%	16	4%	-11%	14%	-10%
- COc1ccc(OC)c(NS(=O)(=O)c2ccc(Cl)s2)c1
  u	-6%	u	0%	6	u	16µM*	u	u
- OC[C@H]1O[C@@H](n2cnc3c(Nc4ccccc4)ncnc32)[C@H](O)[C@@H]1O
  u	-1%	3%&-2%	37%	-20	0%	0%	-9%	0%
- O=C(NCC1CCCO1)c1ccc2c(=O)n(CC3CCCO3)c(SCC(=O)N3CCCC3)nc2c1 (stereo not drawn)
  -2%	1%	-5%	-22%	16	0%	4%	6%	24%
- Cc1cc(Cl)ccc1OCCCC(=O)Nc1cccc(-n2cnnn2)c1
  19%	-4%	-5%	x	-23	-5%	-1%	-3%	-14%
- COC(=O)N1c2ccccc2C=Cc2ccccc21
  u	-15%	u	0%	10	u	u	u	u
- COc1cccc(CN2CCNC(=O)C2CC(=O)N(C)Cc2cnccn2)c1OC (stereo not drawn)
  -13%	0%	1%	7%	-2	-2%	-6%	3%	-2%
- O=S1(=O)CC=C(CSc2nc3ccccc3[nH]2)C1
  0%	-28%	-1%	-11%	0	22%	8%	21%	u
- COC(=O)c1ccc(N2CN=C(c3ccc(C)cc3)NC2=S)cc1
  26µM*	-3%	-1%	-6%	0	-10%	4%	-2%	1%
- O=C(COC(=O)c1cc(S(=O)(=O)N2CCCCC2)ccc1N1CCOCC1)c1ccccc1Cl
  x	-6%	x	x	-1	3%	-5%	7%	2%

# Entries of single compounds from above. Order of screens: MCF10A rerep, WRN helicase inh, SW480 rereplic, ATXN2 expr inh, IL-1B inflam inh, HT1080NT lethal, KB-V1 cytotox, HT1080 IDH1KD tx, KB-3-1 tox
# Profile of Cc1cccc(NC(=O)CC2NC3CCCCC3NC2=O)c1 (stereo not drawn) → 1%, -2%, -15%, 3%, -25, 5%, 1%, 12%, 5%
# Profile of O=C(Nc1cccc([N+](=O)[O-])c1)c1ccc2c(c1)OCO2 → -2%, 0%, 0%, 29%, -4, 12%, 1%, 18%, u

# More results.
# Results follow in this order: MCF10A rerep	WRN helicase inh	SW480 rereplic	ATXN2 expr inh	IL-1B inflam inh	HT1080NT lethal	KB-V1 cytotox	HT1080 IDH1KD tx	KB-3-1 tox
- CCNc1nc(NC(C)(C)C)nc(N(CC)n2cnnc2)n1
  -8%	0%	23%	-1%	16	5%	-24%	11%	-1%
- COC(=O)c1ccsc1NC(=O)CSc1nnnn1-c1ccccc1SC
  3%	7%	9%	-22%	-2	-1%	u	-2%	-29%
- CCOC(=O)C1CCN(Cc2cnc(Oc3ccc(OC)cc3)s2)CC1
  7%	0%	-3%	-3%	9	0%	-4%	7%	8%
- COc1ccccc1C(=O)NC(CCSC)C(=O)NC1CC1 (stereo not drawn)
  9%	2%	-6%	-2%	-12	3%	8%	1%	17%
- CSc1ccc(CN(C)C(=O)C23CC4CC(CC(Cl)(C4)C2)C3)cc1
  u	-5%	18%	-22%	u	-17%	-2%	-11%	19%
- Cc1nc(C)c(-c2csc(Nc3ccccn3)n2)s1
  -9%	-13%	-18%	32%	0	u	0%	-12%	u
- COc1cc(/C=N/Nc2ccc(Cl)cc2)ccc1OC(=O)c1cccs1
  -3%	-27%	x	3%	-1	-13%	-5%	-3%	0%
- CC(=O)c1cccc(NC(=O)Oc2ccccc2)c1
  -18%	-6%	2%	1%	12	2%	4%	4%	-1%
- COc1ccc(CNC(=O)Cc2c(C(=O)O)[nH]c3ccccc23)cc1
  -3%	-7%	-30%	6%	36	0%	-1%	25%	-4%
- CC(NC(=O)c1ccco1)C(c1cccs1)N1CCOCC1 (stereo not drawn)
  -2%	11%	-2%	2%	28	2%	-1%	1%	0%
- O=C1CC(c2ccc(Cl)cc2)c2c(O)cc(O)cc2O1 (stereo not drawn)
  -5%	-2%	-4%	-6%	-4	u	4%	u	16%
- COc1cc2c(cc1OC)CN(C(=O)COc1ccc(C#N)cc1)CC2
  u	-2%[57.1 µM]	1%	3%	11	-8%	-5%	-2%	10%
- O=C(O)CCC(=O)NNC(=O)c1ccc(-c2ccccc2)cc1
  1%	-1%	-3%	-6%	2	-4%	-10%	-1%	-1%
- CCOC(=O)c1ccc(Oc2cc(C)nc(SC)n2)cc1
  1.8µM*	9%	6.5µM*	-32%	25	16µM*	9.2µM*	15µM*	9.2µM*
- O=C(NC1CCCC1)c1nc(-c2ccco2)oc1-c1ccccc1
  x	3%	x	x	-4	0%	-23%	-9%	8%
- CNC(=O)c1ccc(-c2ccc(Cl)c(Cl)c2)s1
  0%	3%	-2%	47%[activator]	12	-16%	16%	-27%	2%
- Cc1ccc(C(=O)NCC(=O)NC2CCCC2)cc1
  0%	-7%	-3%	-4%	0	0%	0%	8%	18%
- O=C(O)c1cccc(CSc2nnc(-c3ccco3)o2)c1
  -2%	-10%	-4%	-16%	10	4%	2%	2%	15%
- O=C1Nc2ccccc2C(=O)N2CCCCC12 (stereo not drawn)
  27%	1%	-7%	0%	8	5%	u	-1%	-6%

# Given with bars between the fields: part of the list above.
SMILES | MCF10A rerep | WRN helicase inh | SW480 rereplic | ATXN2 expr inh | IL-1B inflam inh | HT1080NT lethal | KB-V1 cytotox | HT1080 IDH1KD tx | KB-3-1 tox
Cc1nc(C)c(-c2csc(Nc3ccccn3)n2)s1 | -9% | -13% | -18% | 32% | 0 | u | 0% | -12% | u
COc1ccc(CNC(=O)Cc2c(C(=O)O)[nH]c3ccccc23)cc1 | -3% | -7% | -30% | 6% | 36 | 0% | -1% | 25% | -4%
O=C1Nc2ccccc2C(=O)N2CCCCC12 (stereo not drawn) | 27% | 1% | -7% | 0% | 8 | 5% | u | -1% | -6%

# 7 compounds out of the list above, arranged by the number in IL-1B inflam inh, rising:
SMILES	WRN helicase inh	SW480 rereplic	IL-1B inflam inh
COC(=O)c1ccsc1NC(=O)CSc1nnnn1-c1ccccc1SC	7%	9%	-2
Cc1ccc(C(=O)NCC(=O)NC2CCCC2)cc1	-7%	-3%	0
COc1cc2c(cc1OC)CN(C(=O)COc1ccc(C#N)cc1)CC2	-2%[57.1 µM]	1%	11
CNC(=O)c1ccc(-c2ccc(Cl)c(Cl)c2)s1	3%	-2%	12
CCNc1nc(NC(C)(C)C)nc(N(CC)n2cnnc2)n1	0%	23%	16
CCOC(=O)c1ccc(Oc2cc(C)nc(SC)n2)cc1	9%	6.5µM*	25
CC(NC(=O)c1ccco1)C(c1cccs1)N1CCOCC1 (stereo not drawn)	11%	-2%	28

# Assay outcomes: PubChem BioAssay, National Center for Advancing Translational Sciences (NCATS)
